Screening results deposited in PubChem by National Center for Advancing Translational Sciences (NCATS).
Menin-MLL TR inh – inhibitors of human menin-MLL interaction, mutant MLL peptide; O00255; Menin + Texas Red MLL mutant peptide, fluorescence polarization; Potency, µM (series often up to 61.6 µM), for inactives: at the top dose FP activity change, negative = inhibition, hits mostly inhibitors; 270,000 compounds, 0.23% hits; AID 1768; active = well fitted inhibition curve with a large enough effect in the polarisation, with a control signal flat, not every such curve was filed as active; inconclusive = small, poorly fitted or top-dose-only effect, or effect the other way, or a change in a side signal; inactive = no such curve, though single readings can be large or run the other way; the % refers to the polarisation; also: potency is read from the fitted curve at half-maximal effect; % of control where 0% means no effect; many of its hits are not listed in these tables
PKM2 act – activators of human pyruvate kinase M2. P14618. purified PKM2, Kinase-Glo ATP luminescence, activation; response scale: 0% is enzyme alone, no compound. Potency, µM (series often up to 57.5 µM), for inactives: at the highest dose activation, usual class: activators. 260,000 compounds, 0.34% hits. AID 1631; also: potency is read from the fitted curve at half-maximal effect; % is scaled to controls: 0 for no effect and ±100 for the full control effect; nearly all actives have a fitted effect of over 55% in size
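Purified hPK-M2 (>95% pure) converted ADP (0.1 mM final) to ATP with 0.5 mM PEP in 50 mM imidazole pH7.2, KCl, MgCl2, Tween 20, BSA; 1 h at room temperature. ATP detected by Kinase-Glo luminescence.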
GALK inh – galactokinase (human) inhibition. P51570. Purified GALK, Kinase-Glo residual ATP luminescence. Potency, µM (series often up to 57.5 µM), for the others: top-dose activity change, negative = inhibition, hits mostly inhibitors. 270,000 compounds, 0.007% hits. AID 1868; also: potency is read from the fitted curve at half-maximal effect; % is scaled to controls: 0 for no effect and ±100 for the full control effect
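GALK at 5 nM final was combined with compound, 35 uM ATP and 100 uM galactose in HEPES pH8.0 with MgCl2 and DTT. The reaction ran one hour at room temperature before luminescent ATP detection.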
B2AR arrestin – beta2AR (human) beta-arrestin recruitment activity. P07550. beta-arrestin recruitment to beta2AR, cell-based reporter. Potency, µM (series often up to 46.1 µM), without a hit: top-dose activation, actives largely listed as activators. 330,000 compounds, 0.02% hits. AID 492947;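 also: potency is read from the fitted curve at half-maximal effect; 0% = DMSO controls and full agonism = EC100 isoproterenol or metaproterenol; nearly all actives have a fitted effect of over 65% in size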
Giardia kill – Giardia lamblia killing; Giardia lamblia trophozoite viability; activity change, % at 7.66 µM, hits read low; 340,000 compounds, 0.15% hits; in the data active = activity change below about -80%; inconclusive = between about -30% and that limit;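 also: parasites exposed to compound for two days anaerobically before the ATP read; % is scaled to controls: 0 for no effect and ±100 for the full control effect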
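Viability, read as ATP luminescence: trophozoites at 100 cells/well, compound added, 48 hrs anaerobic at 37 deg C, then 15-30 min room-temperature development before reading.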
USP2a inh – blocks human ubiquitin-specific protease USP2a | USP2 core, Ub-CHOP2 coupled fluorogenic reporter, 485/531 | 330,000 compounds, 0.01% hits | O75604 | Potency, µM (top dose mostly 38.3 µM), without a hit: top-dose activity change, negative = inhibition, usual class: inhibitors;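 also: potency is read from the fitted curve at half-maximal effect; plate controls were DMSO wells for no effect and full inhibition by NEM control for full effect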
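Deubiquitinase activity read as fluorescence (485/531 nm) after Ub-CHOP2 cleavage activates the enterokinase reporter on its substrate; USP2 core 10nM, Ub-CHOP2 and substrate 25nM each, 30min compound preincubation then 60min RT; data normalized to NEM, curves fitted.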
FBPA coupling cs – coupling enzyme interference in Giardia aldolase counter-screen | 290,000 compounds, 0.67% hits | coupling enzyme system counterscreen, AmpLite Red fluorescence | activity change, negative = inhibition, % at 58.2 µM, hits read low | AID 2472; in the data active = activity change below about -30%; also: % is scaled to controls: 0 for no effect and ±100 for the full control effect
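First, compound is pin-transferred into glyceraldehyde-3-phosphate coupling-enzyme reagent at 57.5 uM final and held 10 min at RT. Next, substrate, coupling system and AmpLite Red are added. After 20 min RT, fluorescence (525/598 nm) is read.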
KCNH2 3.1 block – KCNH2 3.1 (human) potassium channel inhibition | U2OS KCNH2 3.1, thallium flux FluxOr; hits give low values | activity change, % (tested at about 1.8 µM) | 340,000 compounds, 0.95% hits;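 active = maximum activity change below -70%; inconclusive = maximum activity change from -70% to -50%; inactive = maximum activity change above -50%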;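 also: thallium influx rate constant from kinetic fluorescence after stimulation buffer; % is scaled to controls: 0 for no effect and ±100 for the full control effect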
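Measured as rate of thallium-driven FluxOr signal in transduced U2OS cells carrying the 3.1 channel, read kinetically for 2 min upon stimulation; values are rate constants scaled to DMSO control wells.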
TRPV1 ag – activates the human vanilloid receptor TRPV1. 320,000 compounds, 0.19% hits. TRPV1-expressing cells, Fluo-8 calcium influx, agonist mode. activation, % at 8.33 µM; in the data active = activation above about 80%; inconclusive = between about 30% and that limit; also: 0% is about no effect
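Cells expressing TRPV1 were dye-loaded with Fluo-8 and read kinetically: 10 s baseline, 3 min after compound (agonist portion), then 2 min after EC20 capsaicin (allosteric enhancer portion). Calcium-bound dye fluorescence at 480/520 nm.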
CXXC DNA block – inhibitors of human MLL CXXC domain-DNA interaction; AID 2662; Potency, µM (doses to about 115 µM), for the others: at the highest dose activity change, negative = inhibition, most hits filed as inhibitors; MLL-CXXC / FITC-HOXA9 DNA fluorescence polarization; 290,000 compounds, 0.037% hits; Q03164; active = well fitted inhibition curve with a large enough effect in the polarisation, with a control signal flat, not every such curve was filed as active; inconclusive = small, poorly fitted or top-dose-only effect, or effect the other way, or a change in a side signal; inactive = no such curve, though single readings can be large or run the other way; the % refers to the polarisation; also: potency is read from the fitted curve at half-maximal effect
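Fluorescence polarization: 7 uM MLL-CXXC (stock) preincubated 5 min with compounds, then 50 nM fluorescein-HOX-A9 DNA (stock) added; 30 min ambient. Buffer 50 mM Tris-HCl pH 7.5, 50 mM NaCl, 1 mM DTT, 0.05% BSA.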
KCNH2 WT inh – blocks the wildtype human KCNH2 potassium channel; AID 720551; U2OS, BacMam KCNH2, thallium flux FluxOr; hits give low values; activity change, % at 1.84 µM; Q12809; 340,000 compounds, 0.37% hits;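 active = maximum activity change below -70%; inconclusive = maximum activity change between -70% and -50%; inactive = maximum activity change above -50%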; also: % is scaled to controls: 0 for no effect and ±100 for the full control effect
Target sequence (Q12809 whole entry, looked up): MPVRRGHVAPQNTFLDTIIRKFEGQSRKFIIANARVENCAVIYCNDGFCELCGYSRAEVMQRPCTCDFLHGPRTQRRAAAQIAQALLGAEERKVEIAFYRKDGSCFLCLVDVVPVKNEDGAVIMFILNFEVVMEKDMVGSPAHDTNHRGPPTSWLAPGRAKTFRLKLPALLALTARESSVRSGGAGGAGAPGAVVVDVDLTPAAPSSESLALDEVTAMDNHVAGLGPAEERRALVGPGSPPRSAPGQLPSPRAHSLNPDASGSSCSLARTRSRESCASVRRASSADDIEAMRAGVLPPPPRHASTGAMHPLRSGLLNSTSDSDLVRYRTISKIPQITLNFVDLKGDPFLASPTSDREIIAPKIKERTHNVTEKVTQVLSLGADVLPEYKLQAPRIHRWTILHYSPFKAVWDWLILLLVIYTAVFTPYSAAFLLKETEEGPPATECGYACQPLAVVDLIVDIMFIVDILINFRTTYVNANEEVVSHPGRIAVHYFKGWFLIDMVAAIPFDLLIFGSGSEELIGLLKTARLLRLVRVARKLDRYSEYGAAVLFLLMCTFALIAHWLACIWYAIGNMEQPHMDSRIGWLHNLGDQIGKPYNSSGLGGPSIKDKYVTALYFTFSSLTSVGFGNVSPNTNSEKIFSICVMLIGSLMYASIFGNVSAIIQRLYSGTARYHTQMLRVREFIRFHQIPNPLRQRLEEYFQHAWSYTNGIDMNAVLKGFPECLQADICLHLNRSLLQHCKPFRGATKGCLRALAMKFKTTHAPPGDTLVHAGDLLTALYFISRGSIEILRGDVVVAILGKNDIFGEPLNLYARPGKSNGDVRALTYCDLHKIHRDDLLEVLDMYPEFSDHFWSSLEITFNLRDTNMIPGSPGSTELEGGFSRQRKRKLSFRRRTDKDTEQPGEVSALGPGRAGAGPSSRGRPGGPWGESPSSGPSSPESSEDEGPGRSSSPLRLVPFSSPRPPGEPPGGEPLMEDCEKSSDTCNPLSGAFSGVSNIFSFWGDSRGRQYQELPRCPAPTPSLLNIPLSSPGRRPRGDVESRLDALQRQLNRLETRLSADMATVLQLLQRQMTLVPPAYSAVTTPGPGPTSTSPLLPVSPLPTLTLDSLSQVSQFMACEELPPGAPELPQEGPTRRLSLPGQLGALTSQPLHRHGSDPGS
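U2OS cells transduced with wild-type KCNH2 virus are loaded with FluxOr dye for 45 min, and thallium flux is measured in kinetic reads before and after stimulation buffer. Rate constants are normalized to DMSO controls.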
An asterisk follows results filed as active; ? = inconclusive; · = not tested or not shown; [ ] = dose if it differs, or a comment. Unless noted, calls follow the shape of the dose curve; as a rule, active = well fitted curve in the direction sought with a large enough effect; inconclusive = small, poorly fitted or top-dose-only effect, or another doubt; inactive = no such curve, though single readings can be large; an effect the other way counts as inactive or inconclusive. Some of the compounds tested; the hit share may differ from the screen's.

structure	Menin-MLL TR inh	PKM2 act	GALK inh	B2AR arrestin	Giardia kill	USP2a inh	FBPA coupling cs	KCNH2 3.1 block	TRPV1 ag	CXXC DNA block	KCNH2 WT inh
Cc1ccc2c(c1)/C(=C/c1ccc(F)cc1)C(=O)N2	-14.4%	·	-4.4%	-0.2%	-23.5	2.2%	-3.3	-9.9	4.0	1.8%	3.8
Cc1cccc(-n2cc(C#N)c(=O)[nH]c2=O)n1	7.0%	-11.7%	0.9%	-0.8%	6.5	2.2%	-0.3	-5.2	-2.9	0.8%	7.8
CCOC(=O)c1c(N)sc(C(O)(C(F)(F)F)C(F)(F)F)c1-c1ccc(F)cc1	?	-4.9%	-1.5%	-0.8%	-17.2	-1.2%	·	-39.0	1.7	-9.6%	18.6
Cc1ccc(NC(=S)NNC(=O)c2nnn(-c3ccccc3)c2C)cc1	-14.6%	-4.0%	-2.3%	-2.3%	6.6	-1.1%	0.1	-16.1	-1.2	12.2%	-2.8
CCC(=O)c1ccc(OCc2ccccc2)c(OC)c1	-13.5%	26.7%	1.4%	-0.4%	4.4	1.2%	-3.2	-20.4	26.1	8.7%	-36.5
O=C(NC1CCCCCC1)C1c2ccccc2C(=O)N1CCCN1CCOCC1 (stereo unspecified)	9.5%	-5.3%	-1.9%	-0.1%	-22.5	-0.5%	0.8	-4.5	-0.3	-8.1%	2.4
CCCCN(C(=O)C1=COCCO1)c1c(N)n(CCC)c(=O)[nH]c1=O	·	·	·	-0.3%	22.4	-0.7%	·	5.6	0.3	·	-16.8
C/C(=N/NS(=O)(=O)c1ccc(C)cc1C)c1ccc2c(c1)OCO2	-0.9%	0.2%	1.7%	-0.3%	?	0.0%	-0.2	2.1	7.1	3.3%	6.8
O=C(c1ccc2c(=O)n(CCc3ccccc3)c(=O)[nH]c2c1)N1CCN(c2ccccc2)CC1	24.4%	-3.6%	-0.2%	-1.0%	0.5	-1.9%	-1.6	10.8	19.6	-11.3%	-2.4
O=[N+]([O-])c1cccc(-c2nc(-c3ccccc3)c(-c3cccs3)[nH]2)c1	?	-0.7%	·	0.0%	13.6	2.4%	0.9	-19.1	-0.6	3.6%	-12.5
CC(NC(=O)CCC(=O)NC(C)c1ccccc1)c1ccccc1 (stereo unspecified)	-7.8%	1.8%	·	-1.3%	4.4	1.8%	2.2	-16.7	0.3	-1.3%	-7.8
O=C(c1cc(=O)c2ccccc2o1)N1CCN(c2ccccc2F)CC1	-11.4%	0.4%	0.1%	0.0%	0.0	0.3%	4.2	-12.7	2.3	2.1%	6.9
COc1cccc(NC(=S)N2CCC(c3ccc(C)cc3)C2)c1 (stereo unspecified)	0.2%	·	·	-1.1%	2.7	5.1%	4.6	-43.7	11.3	-15.2%	3.0
CCOC(=O)C1=C(c2ccccc2)Nc2ncnn2C1c1ccccn1 (stereo unspecified)	-1.8%	-16.8%	-2.0%	-0.3%	-9.0	0.5%	-0.2	16.6	-0.7	16.2%	-9.3
COc1cc2c(cc1NC(=O)c1ccncc1)oc1ccccc12	17.8%	7.3%	-0.8%	0.1%	5.1	2.8%	-1.5	-1.0	2.0	-14.6%	-13.2
COc1ccc(Cl)cc1NC(=O)C/C(C)=N/NC(=O)C(=O)NCc1ccccc1	11.2%	·	-1.6%	-0.4%	5.2	0.2%	4.6	14.0	2.9	-7.5%	7.0
Cc1nc(NCCc2ccccc2)c2nnn(Cc3ccccc3)c2n1	0.4%	-2.1%	3.6%	6.0%	-19.3	-0.4%	0.2	4.0	9.2	13.6%	9.6
COc1ccc(/C=N\NC(=O)c2ccccc2Cl)cc1COc1c(F)c(F)c(F)c(F)c1F	·	·	-1.0%	0.0%	1.1	-8.1%	·	·	-2.3	5.8%	-15.1
O=C(CC12CC3CC(CC(C3)C1)C2)N/N=C/c1ccc([N+](=O)[O-])o1	-3.0%	5.1%	-5.8%	0.2%	-93.7*	4.5%	1.3	7.2	8.7	10.2%	10.8
Cc1ccc(OCC(=O)N(C)CC(=O)Nc2ccc(F)c(F)c2F)cc1	·	·	·	-0.1%	41.4[activator]	1.5%	·	12.4	0.2	·	-4.0
O=C1/C(=C/c2ccncc2)N=C2CCCCCN12	·	-8.0%	1.9%	-0.2%	30.6[activator]	1.2%	-1.6	0.0	-2.9	-16.8%	-4.0
Cc1ccc(C)c(NC(=S)NNC(=O)c2csc(C)c2)c1	1.7%	0.0%	2.2%	-1.2%	?	1.6%	-0.1	-0.2	-3.8	-6.2%	-4.5
O=C(NCCc1ccc(Cl)cc1)Nc1cccc(Cl)c1	?	1.1%	-4.6%	-1.7%	5.7	0.2%	-2.6	-8.8	5.1	0.5%	1.0
O=C(CSCc1ccc(Cl)cc1)Nc1nccs1	8.4%	-14.0%	2.4%	0.0%	-3.5	-1.2%	-1.5	2.4	8.9	-21.4%	-10.5
O=C(c1ccc(C#CC2(O)CCCCC2)cc1)N1CCOCC1	-25.2%	-4.2%	0.0%	2.4%	-7.2	1.0%	0.3	8.7	22.2	-2.2%	77.0
Cc1cc(Cl)ccc1OCC(=O)NC1CCCC1	0.9%	-3.1%	4.3%	0.4%	-27.3	-1.6%	4.4	5.5	?	19.1%	8.4
CCn1cc(Br)c(C(=O)Nc2ccc(C(=O)OC(C)C)cc2)n1	24.0%	0.1%	0.9%	0.3%	-15.9	-4.3%	5.2	-5.9	?	-12.1%	-7.5
COc1ccc(Cl)cc1NC(=O)/C=C\C(=O)O	4.8%	-13.9%	-1.6%	-0.3%	-0.6	-0.5%	6.9	2.9	3.9	-10.0%	6.2
COc1ccc(CCN(Cc2nc(-c3ccccc3)no2)Cc2nc(-c3ccccc3)no2)cc1OC	7.3%	0.9%	0.1%	0.2%	-8.2	0.6%	-2.0	-16.4	-1.1	-3.1%	-1.8
COc1ccc(S(=O)(=O)N(CC(=O)O)c2ccccn2)cc1	-19.4%	-13.5%	-2.1%	0.4%	3.8	2.9%	5.9	-5.8	-3.4	12.7%	-9.4
O=C(NCc1ccccn1)c1ccc(OC2CCN(Cc3ccccc3)CC2)cc1	·	-6.7%	6.9%	-0.6%	-25.4	0.5%	·	1.3	-1.0	-5.4%	-7.4
Cc1cc(C)cc(C(=O)NN2CCN(C)CC2)c1	-6.8%	-5.2%	-1.4%	-0.2%	-18.2	0.4%	2.5	5.4	-1.3	3.1%	0.5
Cc1c(C#N)c(N=CN(C)C)c(C(=O)c2ccccc2)n1-c1ccc(Br)cc1	-9.0%	-1.8%	-0.1%	-0.1%	5.7	-0.5%	1.1	0.8	17.9	-4.5%	16.7
Nc1nn(S(=O)(=O)c2cccc3nsnc23)cc1-c1ccc(Br)cc1	?	20.1%	0.1%	-0.1%	12.0	-0.6%	-1.1	-5.2	1.0	12.3%	-4.4
CCCCN(Cc1ccco1)S(=O)(=O)c1ccc(-c2ccc(=O)[nH]n2)s1	·	·	-6.7%	0.1%	-19.2	-1.1%	·	-18.9	13.8	-21.6%	12.4
O=C(NC1CCCC1)c1nc2c(nnn2Cc2ccccc2Cl)c(=O)[nH]1	3.0%	-3.1%	1.5%	0.2%	4.2	0.5%	1.9	15.5	-1.6	-11.7%	-7.7
COCC(C)n1c(SCc2cc(=O)n3cc(C)ccc3n2)nc2ccccc2c1=O (stereo unspecified)	-8.4%	0.0%	-0.7%	0.2%	-5.6	-0.2%	-0.6	14.4	5.3	-1.6%	-5.6
Cc1ccc(S(=O)(=O)N2CCN(C(=O)CC(C)n3cncn3)CC2)cc1C (stereo unspecified)	-12.7%	24.8%	-0.3%	-0.1%	-0.2	0.5%	2.2	5.1	-4.1	-10.1%	-2.4
O=C1C(NS(=O)(=O)c2cccs2)=C(N2CCN(c3ccccc3)CC2)C(=O)c2ccccc21	·	-6.2%	1.1%	0.0%	-17.5	1.7%	-32.9*	8.0	-3.0	5.0%	-3.4
N#Cc1ccc(Oc2cnccn2)cc1	0.5%	·	-1.4%	-0.2%	0.1	1.8%	1.2	-0.6	-0.7	-6.1%	0.2
CCOC(=O)c1nn(-c2cccc(Cl)c2)c2nc(CC(C)C)c(C#N)c(=O)n12	-8.5%	-2.5%	1.6%	0.3%	-13.8	-1.0%	0.9	-36.9	3.3	-1.3%	-3.4
COCc1cc(C)nc2sc(C(=O)N3CCN(c4ccccc4)CC3)c(N)c12	-2.4%[11.7 µM]	-10.7%	1.6%	0.5%	13.4	-7.1%	-5.7	-1.1	·	-4.8%	2.1
